TTR transcr act: TTR transcription activators in neuroblastoma reporter cells, primary screen, cell-based, luminescence, SH-SY5Y, TTR promoter Gaussia luciferase; 100% = recombinant luciferase protein wells; activation, % at 16.7 µM; hit rate 1.3% among 92,000; AID 1117267, 2014;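 active = activation above the mean of all tested compounds plus 3 SD, cut at about 9.5% in these data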;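 also: cells exposed to compounds for one day before reading; 0% = median of all test compound wells on the plate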
Starred values were filed as active, the others as inactive. Only part of the results is shown; the hit share may differ from the screen's.

SMILES	TTR transcr act
COc1ccc(/C=C/C(=O)N(C)C2CCS(=O)(=O)C2)cc1OC (stereo not given)	3.3
COc1ccc(NC(=O)C2Cc3c(-c4cccc(F)c4)ccnc3O2)cc1 (stereo not given)	1.1
CCOC(=O)CNC(=O)CNC(=O)c1ccc(OC(C)C)cc1	-1.4
CC1CCN(c2ncccc2C(=O)O)CC1	1.7
CCOc1ccccc1NC(=O)C(NCC1(N2CCCCC2)CCCCC1)c1ccccc1 (stereo not given)	-0.3
Cc1cccc(-n2cnc3sc(C)c(C)c3c2=O)c1	-0.8
Cc1cccc(C)c1NC(=O)Nc1ccc2c(c1)OCO2	1.1
COC(=O)[C@H](C)NC(=O)Nc1ccccc1C(F)(F)F	0.1
Cc1noc(NS(=O)(=O)c2ccc(N/C=C\C(=O)c3cccc4ccccc34)cc2)c1C	-0.6
C/C(CC(=O)Nc1cccc(C(F)(F)F)c1)=N\NC(=O)c1cnccn1	-0.7
O=C(CN1CCOCC1)Nc1ccccc1NC(=O)C1CCN(c2ncccn2)CC1	0.9
CC(C)C1(c2ccsc2)NC(=O)NC1=O (stereo not given)	6.1
O=C(NNc1ccccc1Cl)C(O)(c1cccc(C(F)(F)F)c1)c1cccc(C(F)(F)F)c1	-6.4
O=C(CCl)c1cc2c3c(c1)CC(=O)N3CCC2	11.1*
Cc1nc(-c2ccc(Cl)cc2)sc1C1(C)CC(c2ccncc2)=NO1 (stereo not given)	-3.3
CCCCSc1n[nH]c(N)n1	6.5
COc1ccc(C(=O)NC(=S)Nc2cccc(Cl)c2N2CCOCC2)cc1[N+](=O)[O-]	-1.9
CCOC(=O)CNC(=O)Nc1cccc(Cl)c1C	1.2
CC(C)CN(C(=O)CN1CCN(c2ccccc2O)CC1)c1c(N)n(CC(C)C)c(=O)[nH]c1=O	8.3
C[C@@H]1CN([C@H](C)CO)C(=O)c2c(c3ccccc3n2C)-c2ccccc2CO[C@H]1CN(C)C(=O)c1cc(Cl)cc(Cl)c1	0.1
CN1N=C(C(=O)N2CCc3c([nH]c4ccccc34)C2c2ccccc2Cl)CCC1=O (stereo not given)	-1.4
Cc1n[nH]c(C)c1Cc1c(F)cccc1Cl	-2.0
Cc1cc[n+](CC(=O)Nc2ccccc2)cc1	3.1
CC(C)=CCN1CCN(CCCc2ccccc2)CC1CCO (stereo not given)	-1.1
c1nc(COc2nsnc2N2CCOCC2)cs1	-1.4
CCCOc1ccc(NC(=O)CCC(=O)NC(C)c2ccccc2)cc1 (stereo not given)	1.0
O=C(COc1ccc(Cl)cc1)Nc1ncccn1	1.2
O=C(NOCc1ccccc1)c1coc(-c2ccccc2)n1	4.7
CC(C)c1ccc(NC(=O)CCN2C(=O)c3ccc([N+](=O)[O-])cc3C2=O)cc1	0.4
O=C(O)CSc1ccc(NC(=O)Nc2ccccc2F)cc1	6.0
CC(=O)Nc1ccc(OCC(=O)c2ccc(C)cc2C)cc1	-0.4
COc1ccnc2c1c(=O)n(Cc1ccccc1Cl)c(=O)n2C	1.0
CCOc1cccc(CN2CCCC(C(=O)c3cc(Cl)ccc3OC)C2)c1O (stereo not given)	0.8
CC1(c2nnc(-c3ccncc3)o2)CC(c2ccc(F)cc2)=NO1 (stereo not given)	1.6
COc1ccc(N2CCN(C(CNC(=O)C(=O)NCCc3c[nH]c4ccccc34)c3ccco3)CC2)cc1 (stereo not given)	-1.7
CCn1cc([N+](=O)[O-])c(C(=O)N2N=C(c3ccc(O)c(OC)c3)CC2c2ccccc2O)n1 (stereo not given)	3.6
Cc1nnc(NC(=O)NC(C)N2C(=O)C3C4C=CC(C4)C3C2=O)s1 (stereo not given)	0.0
CC1CN(C(=O)/C=C/c2ccccc2Cl)CC(C)O1 (stereo not given)	0.9
CCN(CC)c1ccc(S(=O)(=O)N2CCOCC2)cc1NC(=O)CNCc1ccccc1	-2.0
COc1cc(O)c(C=NN2C(=O)CSC2=S)c(OC)c1	-0.8
Cc1ccc(N(CC(=O)NCc2ccccn2)S(=O)(=O)c2ccccc2)cc1Cl	2.7
COc1cc2c(cc1OC)C(c1ccccc1)CC2=O (stereo not given)	0.4
NNC(=O)CSCc1nc(-c2ccccc2)cs1	-0.2
CCn1c(NCCCO)nc2c(c1=O)C(C)(CC)Cc1ccccc1-2 (stereo not given)	-1.1
O=C(Cc1cccc(NC(=O)C2CCN(C(=O)C3CC3)CC2)c1)Nc1cccc(C(=O)N2CCOCC2)c1	-0.8
CSC(=Nc1cccc(C)c1)NC#N	2.5
C[C@H](CO)NC(=O)c1[nH]cnc1C(=O)Nc1cccc(Cl)c1	-0.5
O=C(CN1CCN(S(=O)(=O)c2ccc(F)c(Cl)c2)CC1)N1CCc2ccccc21	-1.6
COc1ccc(C(=O)COC(=O)CN2CC(=O)Oc3ccccc32)cc1Br	0.5
COc1ccc(CCNC(=O)CCN2C(=O)COc3ccccc32)cc1OC	-1.0

Next results
SMILES	TTR transcr act
OC(CCN1CCC2(CC1)OCCO2)C(F)(F)F (stereo not given)	-1.4
COc1ccc(C(NC(=O)/C=C/c2ccco2)c2ccc(OC)cc2)cc1	1.1
Cc1ccc(NC(=O)CN(C)C(=O)/C=C/c2cccc(F)c2)cc1	-0.8
O=C(O)CSCC(=O)Nc1ccccn1	2.7
N=c1c2c(-c3ccccc3)c(-c3ccccc3)oc2ncn1CCN1CCOCC1	-1.1
COc1ccc(CN(Cc2ccccn2)C(=O)CN2C(=O)C(C)Oc3ccccc32)cc1 (stereo not given)	-0.9
COc1ccc(NC(=O)CSc2ncnc3sc(C)cc23)cc1	-0.7
O=C(c1cc([N+](=O)[O-])ccc1N1CCCC1)N1CCCC1	3.7
CCOc1ccc(S(=O)(=O)NCCc2ccccn2)cc1	1.1
CC1Oc2ccccc2C=C1/C=N/NC(=O)[C@@H](C)NC(=O)OC(C)(C)C (stereo not given in full)	-1.1
O=[N+]([O-])c1ccc(Cc2ccccn2)c([N+](=O)[O-])c1	6.6
O=C(NCc1ccccc1)Nc1cccn(Cc2ccc(Cl)cc2)c1=O	-1.6
O=C(Cc1ccccc1F)Nc1nc(-c2cccs2)cs1	-1.4
N#Cc1ccc(OCC(=O)N2CCN(S(=O)(=O)c3cccc(Cl)c3)CC2)cc1	3.0
O=C(Nc1cccc(-c2cc3ccccc3oc2=O)c1)c1ccc(Br)o1	3.6
CN(C)N1C(N)=C(C#N)C(c2cccnc2)C2=C1CCCC2=O (stereo not given)	-0.2
Cn1c(=O)[nH]c(=O)c2c1nc1n2CC(COc2ccc3ccccc3c2)O1 (stereo not given)	-1.7
O=c1c(-c2ccco2)[n+]([O-])c2ccccc2n1OCc1c(F)cccc1F	-1.0
Cc1cc(C(=O)COc2cccnc2[N+](=O)[O-])c(C)n1Cc1ccco1	-2.0
COC/C=C/C1=CC2=CC(=O)C(C)(OC(=O)c3cnc4ccccc4n3)C(=O)C2=CN1CCOC (stereo not given)	2.8

A run of entries of the results above, as a working copy:
SMILES	TTR transcr act
Cc1cc[n+](CC(=O)Nc2ccccc2)cc1	3.1
CC(C)=CCN1CCN(CCCc2ccccc2)CC1CCO (stereo not given)	-1.1
c1nc(COc2nsnc2N2CCOCC2)cs1	-1.4
CCCOc1ccc(NC(=O)CCC(=O)NC(C)c2ccccc2)cc1 (stereo not given)	1.0
O=C(COc1ccc(Cl)cc1)Nc1ncccn1	1.2
O=C(NOCc1ccccc1)c1coc(-c2ccccc2)n1	4.7
CC(C)c1ccc(NC(=O)CCN2C(=O)c3ccc([N+](=O)[O-])cc3C2=O)cc1	0.4
O=C(O)CSc1ccc(NC(=O)Nc2ccccc2F)cc1	6.0
CC(=O)Nc1ccc(OCC(=O)c2ccc(C)cc2C)cc1	-0.4
COc1ccnc2c1c(=O)n(Cc1ccccc1Cl)c(=O)n2C	1.0
CCOc1cccc(CN2CCCC(C(=O)c3cc(Cl)ccc3OC)C2)c1O (stereo not given)	0.8
CC1(c2nnc(-c3ccncc3)o2)CC(c2ccc(F)cc2)=NO1 (stereo not given)	1.6
COc1ccc(N2CCN(C(CNC(=O)C(=O)NCCc3c[nH]c4ccccc34)c3ccco3)CC2)cc1 (stereo not given)	-1.7
CCn1cc([N+](=O)[O-])c(C(=O)N2N=C(c3ccc(O)c(OC)c3)CC2c2ccccc2O)n1 (stereo not given)	3.6
Cc1nnc(NC(=O)NC(C)N2C(=O)C3C4C=CC(C4)C3C2=O)s1 (stereo not given)	0.0
CC1CN(C(=O)/C=C/c2ccccc2Cl)CC(C)O1 (stereo not given)	0.9
CCN(CC)c1ccc(S(=O)(=O)N2CCOCC2)cc1NC(=O)CNCc1ccccc1	-2.0

The list goes on.
SMILES	TTR transcr act
CSCCC(c1nnnn1Cc1ccccc1)N1CCN(C/C=C/c2ccccc2)CC1 (stereo not given)	-2.1
Cc1ccc(NCc2nnc3n2CCCCC3)cc1	1.3
Cc1ccccc1-n1c(SCC(=O)Nc2cccc3ccccc23)nc(O)cc1=O	-0.3
CC1=CC(C2CC(=O)N(c3ccc(C)cc3)C2=O)CC2C(=O)N(c3ccc(C)cc3)C(=O)C12 (stereo not given)	-1.6
CCn1c(SCC(=O)Nc2cccc(OC)c2)nnc1-c1ccc(Cl)cc1	0.7
COC(=O)c1ccc(Cl)c(NC(=O)c2cccc([N+](=O)[O-])c2C)c1	5.3
COc1cc(OC)c2c(c1)C(=O)OC2	-0.9
O=C(NCCc1ccccc1)C(=O)NCC1OCCN1S(=O)(=O)c1ccc([N+](=O)[O-])cc1 (stereo not given)	-0.2
CCCOc1ccc(C(=O)Nc2ccc(NC(=O)c3cccs3)cc2)cc1	-0.8
O=C(NCCc1ccccc1)/C(=C/c1ccco1)c1ccccc1	-0.5
COc1cc(C(C)=O)ccc1OCc1cc(C(=O)N2CCSCC2)no1	-0.7
COC(=O)c1ccc(NC(=O)C(=O)c2cccn2C)cc1	1.4
O=C(Cc1coc(-c2ccc(F)cc2)n1)Nc1ccccc1	2.9
CCOc1[nH]n(-c2ccccc2)c(=O)c1C=Nc1ccc(C)cc1	1.6
CCOc1ccc(CNC(=O)CCc2cn(C)c3ccccc23)cc1	0.7
c1ccc(-c2nnc(SCc3nc4ccccc4[nH]3)n2Cc2ccco2)nc1	-2.6
CCOC(=O)c1sc(NC(=O)CCN2C(=O)c3cccc([N+](=O)[O-])c3C2=O)c(C(=O)OCC)c1C	1.2
C/C=C/C=C\C(=O)Nc1cccc(C2=NOC3(C2)C[C@@H](C(N)=O)N(C(=O)/C(C)=C/C)C3)c1 (stereo not given in full)	-0.8
Cc1ccc(C(CNS(=O)(=O)c2ccc(F)cc2)N2CCN(C)CC2)cc1 (stereo not given)	-0.1
N#CN(CC(N)=O)c1nc(N2CCCCC2)nc(N2CCCCC2)n1	-2.7
CCN(CC)S(=O)(=O)c1ccc2c3c(cccc13)C(=O)N2	1.2
O=C(NCCc1cccs1)c1ccc(Cl)c(Cl)c1	-1.8
CCn1c(C)nc2cc(C(=O)NNC(=O)CCC3CCCC3)ccc21	0.8
Cc1ccc(-c2n[nH]c(=O)c3ccccc23)cc1S(=O)(=O)Nc1ccc(F)cc1	-0.6
CC(=O)Nc1ccc(NC(=O)COC(=O)c2ccc(C)s2)cc1	3.6
N#Cc1ccc(N2C(=O)[C@@H]3C(C(=O)C(c4ccccc4)c4ccccc4)=NN[C@@H]3C2=O)cc1	-0.8
CSc1ccccc1-n1nnnc1SCC(=O)Nc1cc(C)ccc1C	-1.0
COC(=O)c1ccc(OC)c(CSc2nnc(-c3ccc(C)cc3)o2)c1	-0.3
O=C(CCC(=O)N1CCN(S(=O)(=O)c2ccc([N+](=O)[O-])cc2)CC1)N1CCOCC1	2.6
O=C(O)C1CSC2c3ccccc3C(=O)N12 (stereo not given)	2.2
COc1cc2c(cc1NC(=O)c1cc(-c3ccncc3)nc3ccccc13)oc1ccccc12	15.2*
Cc1cccc(C)c1NC(=O)c1ccc(OCc2c(C)noc2C)cc1	-1.1
COc1ccc(S[C@@H](CCN2CC[C@H](O)CCC2=O)c2ccccc2)cc1	-1.3
CC(C)(C)NC(=O)CN(C(=O)CS(=O)CC(=O)Nc1ccc(F)cc1)c1ccccc1 (stereo not given)	-1.6
CCN(CC)S(=O)(=O)c1ccc(Oc2ccccc2OC)cc1	-0.8
O=C(Cc1ccc2c(c1)OCCO2)N1CCN(c2ccccc2)CC1	-0.5
CCOC(=O)c1cc(-c2ccc(OC)cc2)n(CCC(=O)NC2CCN(Cc3ccccc3)CC2)c1C	2.1
CC(Sc1nnc2ccccn12)C(=O)N1CCc2ccccc2C1 (stereo not given)	0.5
Cc1ccc(OCCn2c(CCNC(=O)C3CCCCCC3)nc3ccccc32)cc1	4.1
O=C(c1ccc(Cn2cc(Br)cn2)o1)n1cccn1	-1.8
CCCCn1c(N)c(N(CC(C)C)C(=O)c2cc3ccccc3cc2OC)c(=O)[nH]c1=O	3.2
CCOc1ccc(-c2csc3ncn(-c4ccc(OC)cc4)c(=O)c23)cc1	0.9
C=C1CCN([C@H](C(=O)NCc2ccco2)C(C)C)S(=O)(=O)c2ccccc21	-1.0
CCOC(=O)N1CCN(S(=O)(=O)c2ccc(C(=O)Nc3nnc(CC)o3)cc2)CC1	0.4
CCOc1ccccc1C(=O)n1nc2nc(C)cc(C)c2c1N	0.7
O=C(Nc1ccc(N2CCCCCC2)cc1)c1ccccc1Cl	-0.3
Cc1ccc2cc(C#N)c(N3CCCC3)nc2c1C	0.5
Cc1ccc(OCCOc2c(Cl)cc(Cl)cc2Cl)c([N+](=O)[O-])n1	1.9
Cc1ccc(-c2nc(C)sc2CC(=O)O)cc1	1.4
CCOC(=O)c1c(S(=O)(=O)Nc2ccc(F)cc2C)c(C)n(C)c1C	1.4

(more compounds)
SMILES	TTR transcr act
O=C(COC(=O)CCS(=O)(=O)c1ccc(Cl)cc1)NC1CCCCC1	1.1
O=C(O)c1ccc(N/N=C/c2cccc(F)c2)cc1	1.9
CCN(CC)c1ccc(/C=N/NC(=S)NC)c(O)c1	-1.3
CCc1ccc(S(=O)(=O)NCc2csc(-c3ccccc3)n2)s1	-1.2
Cc1ccc(CNC(=O)CS(=O)CC(=O)O)cc1 (stereo not given)	1.5
COc1ccc(CCNC(=O)CCCn2c(=O)[nH]c3cc(OC)c(OC)cc3c2=O)cc1OC	2.1
COc1ccc(-c2nc3cc(C)c(Br)c(C)n3c2CC2CCCCC2)cc1OC	2.3
O=C1[C@@H]2[C@@H]3C[C@@H]([C@H]4ON=C(c5ccc(Cl)cc5Cl)[C@@H]34)[C@@H]2C(=O)N1C1CCCCC1	1.8
